# Bioassay records deposited in PubChem BioAssay by several laboratories.
# SR-BI DiI-HDL act: enhances SR-BI lipid uptake from DiI-HDL; activation, % at 12.5 µM; hit rate 0.096% among 320,000; CHO ldlA[mSR-BI] cells, DiI-HDL uptake fluorescence, 3 h; 100 = double the neutral-control signal;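 active = mean replicate activation of at least 60% and every replicate at or above 60%; inconclusive = mean or all-replicate condition met, but not both; inactive = mean below 60% and not all replicates reaching 60%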;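 note: 0% = median plate neutral-control signal and 100% = twice that signal; values of inactives mirror those of a sister screen read the other way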
#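 Assay system: LDL receptor-deficient CHO ldlA cells overexpressing murine SR-BI / Medium: BSA-supplemented, HEPES-buffered Ham's F12, pH 7.4 / Probe or stimulus: DiI-labelled HDL at 10 µg/mL final / Timing: compound with DiI-HDL co-incubation, 3 h at 37 °C / Technique: bottom-read cell fluorescence after medium removal, ex 550/em 595 nm / Measure: HDL uptake via cellular fluorescence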
# CAL PDZ FP-1: blocks peptide binding to human CAL PDZ domain. Q9HD26. purified CAL PDZ, TMR-peptide fluorescence polarization, 1 h. inhibition, % at 20 µM. hit rate 0.02% among 330,000. AID 504414;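 active = highest replicate inhibition of at least 40%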;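 note: plate controls were DMSO neutral control wells for no effect and unlabeled competitor peptide control wells for full effect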
#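 System: tagged CAL PDZ domain. Schedule: 1 h room-temperature incubation prior to read. Signal: fluorescence polarization (mP). Measure: percent inhibition from loss of millipolarization.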
# phage Ecoli inh: E. coli growth loss with phage present | hit rate 0.26% among 360,000 | growth absorbance | inhibition, % at 11.9 µM; in the data active = inhibition above about 11%
# SR-BI DiI inh: mouse SR-BI HDL lipid transfer inhibition. ldlA[mSR-BI] CHO cells, DiI-HDL uptake fluorescence, 3 h. AID 488896. Q61009. inhibition, % at 12.5 µM. hit rate 0.96% among 320,000;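 active = mean replicate inhibition of at least 70% and a set share of replicates each scoring 70 or more; inconclusive = meets just one of the two criteria; inactive = fails both criteria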;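 note: 0% = median of neutral control wells and 100% = median of positive control wells; values of inactives mirror those of a sister screen read the other way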
# Target sequence (Q61009 whole entry, looked up): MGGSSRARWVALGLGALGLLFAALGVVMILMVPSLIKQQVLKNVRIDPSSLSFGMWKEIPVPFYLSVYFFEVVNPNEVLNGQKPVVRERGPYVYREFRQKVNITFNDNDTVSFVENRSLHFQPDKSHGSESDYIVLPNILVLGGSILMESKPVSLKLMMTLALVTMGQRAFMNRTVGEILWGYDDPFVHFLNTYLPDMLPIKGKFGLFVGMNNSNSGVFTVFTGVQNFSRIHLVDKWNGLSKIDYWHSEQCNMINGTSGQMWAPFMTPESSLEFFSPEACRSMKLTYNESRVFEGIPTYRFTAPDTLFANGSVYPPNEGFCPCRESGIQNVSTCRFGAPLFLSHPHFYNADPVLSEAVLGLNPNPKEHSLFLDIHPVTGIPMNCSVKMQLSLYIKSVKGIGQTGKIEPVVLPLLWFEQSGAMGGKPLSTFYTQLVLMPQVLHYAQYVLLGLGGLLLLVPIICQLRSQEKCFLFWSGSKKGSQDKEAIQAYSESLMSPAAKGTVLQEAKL
# Tat export inh: inhibitors of E. coli Tat protein transport | inhibition, % at 10 µM | AID 488895 | E. coli MC4100 TorA-mCherry Tat export, fluorescence | hit rate 0.036% among 340,000;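 active = mean replicate inhibition at least 50% and at least half of replicates individually reaching 50%; inconclusive = only one of the two criteria met; inactive = neither criterion met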;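 note: exported cargo escapes ClpAP degradation while cytoplasmic cargo is degraded and loses fluorescence; 0% = median of neutral control wells and 100% = median of NaSCN control wells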
# MITF act: MITF TRPM1 promoter activation in melanoma cells; activation, % at 12.5 µM; hit rate 0.75% among 300,000; SK-MEL-5 TRPM1-promoter luciferase, 24 h; % of positive control, neutral wells = 0;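 active = mean activation of at least 80% with every replicate also reaching 80%; inconclusive = mean reaches 80% but some replicate falls short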;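 note: 0% = neutral control wells and 100% = parthenolide positive control wells; values of inactives mirror those of a sister screen read the other way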
# AddAB inh: less growth of phage-infected E. coli with AddAB | E. coli expressing H. pylori AddAB, absorbance growth | inhibition, % at 11.9 µM | hit rate 0.29% among 330,000 | AID 435030; in the data active = inhibition above about 12%;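 note: 0% = vehicle wells of infected cells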
# Wnt bcat act: Wnt/beta-catenin pathway activation; Wnt/beta-catenin reporter cell assay, activator, plate reader; activation, % at 9.35 µM; hit rate 1.2% among 300,000; in the data active = activation above about 30%, passing the limit was not always enough; inconclusive = no clear call, values can overlap the other calls;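 note: 0% = neutral control wells and 100% = positive control wells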
# CAL PDZ FP-2: blocks peptide binding to the human CAL PDZ domain; Q9HD26; purified CAL PDZ, TMR-peptide fluorescence polarization, 1 h; inhibition, % at 24.9 µM; hit rate 0.92% among 300,000; AID 602252;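 active = mean inhibition of at least 30% with at least half of replicates also reaching 30%; inconclusive = no clear call, values can overlap the other calls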;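 note: 0% = DMSO neutral control and 100% = excess unlabeled competitor peptide PRC23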
# E coli growth: bacterial growth inhibition, counter-screen for AddAB inhibitors | E. coli V3065 growth, OD600 absorbance, 18 h | inhibition, % at 11.9 µM | hit rate 0.27% among 330,000 | AID 449728;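 active = inhibition above the campaign's mean inhibition across all tested compounds plus 3 SD, cut at about 9.9% in these data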;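 note: uninfected addAB+ strain grown without phage in ampicillin broth; 0% = DMSO wells and 100% = ciprofloxacin 0.95 µg/ml wells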
# * marks the source's active call; other numbers are inactive results; ? = inconclusive; nt = not tested or not shown.
SMILES,SR-BI DiI-HDL act,CAL PDZ FP-1,phage Ecoli inh,SR-BI DiI inh,Tat export inh,MITF act,AddAB inh,Wnt bcat act,CAL PDZ FP-2,E coli growth
Cc1ccccc1CC(=O)NCCN1CCCCC1,34,0.0,1.8,-34,10,nt,1.3,-1,-3,-2.8
COc1ccc(-c2cc(CNC(=O)CN(C)Cc3ccccc3)on2)cc1,3,-0.2,3.1,-3,5,8,2.0,nt,-2,0.7
O=[N+]([O-])c1ccc(CN2CCCCCC2)s1,20,0.8,2.3,-20,-9,-11,3.5,nt,2,1.6
COc1cccc(CNc2nc3ccc(C)cc3n3cnnc23)c1,nt,0.4,-0.1,nt,16,6,1.4,7,-2,2.0
O=C(Nc1nc2ccc(Cl)cc2s1)c1cccc(N2C(=O)CCC2=O)c1,-48,-0.3,3.7,48,-3,52,0.8,?,-3,1.6
Cc1ccc(S(=O)(=O)N2CCCC2C(=O)OCC(=O)Nc2ccc3c(c2)OCO3)cc1 (centres undefined),14,-0.1,1.5,-14,3,3,-0.3,-4,-2,-1.1
O=C(CSC1=NCCN1)NC1CCCCCC1,-44,0.6,1.6,44,-7,nt,0.6,nt,nt,-0.6
COc1cc2c(cc1OC)CN(C(=O)/C=C/c1cc(OC)c(OC)c(OC)c1)CC2,-30,-2.5,-0.1,30,-11,1,0.2,1,-13,-1.0
Cc1cccc(C(=O)NCC(=O)N2CCC2)c1,17,-2.3,2.6,-17,6,-3,1.0,0,-2,0.3
COc1ccccc1C(=O)NCCC(=O)N1CCN(S(=O)(=O)c2ccccc2C(F)(F)F)CC1,1,-2.7,-1.0,-1,-4,2,nt,-5,-4,nt
Cc1ccc(NC(=S)Nc2ccc(OC(F)F)c(Cl)c2)cc1Cl,-10,-1.0,6.5,10,-4,13,-0.3,0,-9,3.6
O=C(c1ccc(Cl)cc1Cl)c1ncc(C(F)(F)F)cc1Cl,3,0.2,3.9,-3,-4,10,1.3,nt,nt,-0.7
O=C(COc1ccc(Cl)cc1)N/N=C/c1cccc2cccnc12,-6,0.2,0.9,6,-10,-10,1.1,0,nt,0.1
O=C(c1ccccc1)N1N=C(c2ccccc2)CC1c1cccs1 (centres undefined),-6,0.3,1.5,6,-8,-7,1.2,1,-2,0.0
COc1ccc([C@H]2CC(=O)C=C(c3ccc4c(c3)OCCO4)C2)cc1,10,-0.1,2.7,-10,14,17,3.2,5,-1,5.0

# Three compounds out of the list above, sorted by the value under AddAB inh, lowest first:
compound | SR-BI DiI-HDL act | CAL PDZ FP-1 | phage Ecoli inh | SR-BI DiI inh | Tat export inh | MITF act | AddAB inh | Wnt bcat act | CAL PDZ FP-2
O=C(COc1ccc(Cl)cc1)N/N=C/c1cccc2cccnc12 | -6 | 0.2 | 0.9 | 6 | -10 | -10 | 1.1 | 0 | nt
COc1cccc(CNc2nc3ccc(C)cc3n3cnnc23)c1 | nt | 0.4 | -0.1 | nt | 16 | 6 | 1.4 | 7 | -2
O=[N+]([O-])c1ccc(CN2CCCCCC2)s1 | 20 | 0.8 | 2.3 | -20 | -9 | -11 | 3.5 | nt | 2

# Next part:
SMILES,SR-BI DiI-HDL act,CAL PDZ FP-1,phage Ecoli inh,SR-BI DiI inh,Tat export inh,MITF act,AddAB inh,Wnt bcat act,CAL PDZ FP-2,E coli growth
Oc1ccc(/C=N/NC(=S)Nc2cccnc2)c(O)c1,0,-1.7,4.7,0,3,-12,16*,1,-1,11*
COc1cc(/C=N\NC(=O)c2ccc(-c3ccccc3)cc2)cc(OC)c1OC(C)=O,nt,-2.5,-0.2,49,-5,28,nt,7,1,nt
CCN1CCN(C(=S)c2ccc(OC)cc2)CC1,19,0.4,0.1,-6,7,5,-0.9,-2,4,0.7
CCOC(=O)c1c(NC(=O)COC(=O)CCCOc2ccc(OC)cc2)sc(C(=O)N(C)C)c1C,6,0.0,-0.7,-6,5,-2,nt,-5,-3,nt
COc1ccc(S(=O)(=O)N2CCC(C(=O)NCc3ccc(C)cc3)CC2)cc1,48,-1.8,0.2,-48,8,-6,2.4,1,-1,2.5
CCn1c(=O)c(C(=O)CN2CCN(S(=O)(=O)c3cc(C)ccc3C)CC2)c(N)n(Cc2ccccc2)c1=O,-25,-0.6,3.5,25,15,-6,-0.7,-8,-3,-1.9
COc1ccc(/C=N/NC(=O)c2cc(C3CC3)[nH]n2)cc1OC,-2,-2.4,0.5,2,-8,nt,-2.8,2,nt,-0.1
O=C(NCc1ccco1)c1ccc(CNc2c(N3CCCCC3)c(=O)c2=O)cc1,-5,-1.3,1.0,5,6,nt,2.5,-1,-3,-0.3
O=C(C[C@H]1C/C=C\C[C@H](Cc2ccc(F)cc2)C(=O)O[C@@H](c2ccccc2)CNC1=O)N[C@H](CO)Cc1ccccc1,5,-0.7,0.2,-5,2,2,-1.2,-4,-1,0.0
COc1cc2sc(-c3ccc(S(C)(=O)=O)cc3)c(C(=O)NCCCCO)c2cc1OC,5,-1.6,2.6,-5,3,5,-0.2,2,-5,0.2
COc1ccc(OC)c(NC(=O)c2cc(-c3cc(C)c(C)cc3O)n[nH]2)c1,-70,1.5,-0.4,70,19,27,-1.5,1,4,-1.5
CCN(CC)S(=O)(=O)c1ccc2c(c1)c(=O)c(C(=O)NCc1ccco1)cn2C,9,-0.9,2.2,-9,-1,-8,0.7,-5,nt,2.6
Cc1ccc(C(O)P(=O)(OC2CCCCC2)OC2CCCCC2)cc1 (centres undefined),-11,0.1,1.2,11,-3,nt,4.5,nt,-1,1.0
Cc1c(-c2nc(N)nc(Nc3ccccc3)n2)oc2ccccc12,-13,-2.2,1.5,13,7,?,1.1,nt,-4,0.9
O=C(CN1C(=O)c2ccccc2S1(=O)=O)NCc1ccco1,3,nt,2.6,-3,0,13,1.8,0,9,1.3

# In the list so far, these have an NH in an aromatic ring.
SMILES,SR-BI DiI-HDL act,CAL PDZ FP-1,phage Ecoli inh,SR-BI DiI inh,Tat export inh,MITF act,AddAB inh,Wnt bcat act,CAL PDZ FP-2,E coli growth
COc1ccc(/C=N/NC(=O)c2cc(C3CC3)[nH]n2)cc1OC,-2,-2.4,0.5,2,-8,nt,-2.8,2,nt,-0.1
COc1ccc(OC)c(NC(=O)c2cc(-c3cc(C)c(C)cc3O)n[nH]2)c1,-70,1.5,-0.4,70,19,27,-1.5,1,4,-1.5

# Among those listed so far, four have a Cl atom.
SMILES,SR-BI DiI-HDL act,CAL PDZ FP-1,phage Ecoli inh,SR-BI DiI inh,Tat export inh,MITF act,AddAB inh,Wnt bcat act,CAL PDZ FP-2,E coli growth
O=C(Nc1nc2ccc(Cl)cc2s1)c1cccc(N2C(=O)CCC2=O)c1,-48,-0.3,3.7,48,-3,52,0.8,?,-3,1.6
Cc1ccc(NC(=S)Nc2ccc(OC(F)F)c(Cl)c2)cc1Cl,-10,-1.0,6.5,10,-4,13,-0.3,0,-9,3.6
O=C(c1ccc(Cl)cc1Cl)c1ncc(C(F)(F)F)cc1Cl,3,0.2,3.9,-3,-4,10,1.3,nt,nt,-0.7
O=C(COc1ccc(Cl)cc1)N/N=C/c1cccc2cccnc12,-6,0.2,0.9,6,-10,-10,1.1,0,nt,0.1

# New compounds follow:
SMILES,SR-BI DiI-HDL act,CAL PDZ FP-1,phage Ecoli inh,SR-BI DiI inh,Tat export inh,MITF act,AddAB inh,Wnt bcat act,CAL PDZ FP-2,E coli growth
CCCC(=O)NNC(=O)CCC(=O)NCc1ccccc1,17,nt,0.5,-17,2,0,-2.0,nt,-3,0.7
c1ccc(CCNc2nc3ccccc3n3nnnc23)cc1,6,-2.5,-3.0,-6,8,15,3.0,nt,1,1.4
Cc1cc2oc(=O)cc(Cn3ccnc3)c2cc1C,13,-1.7,1.2,-13,-3,1,2.3,-1,-2,0.2
CCOc1ccccc1C(=S)NC1CCCCC1,1,-1.4,2.2,-1,-7,nt,-0.7,0,-1,-2.1
COc1cc([C@H]2OC[C@H]3[C@@H]2CO[C@H]3c2ccc(O)c(OC)c2)ccc1O,2,-1.1,2.2,-2,-8,0,2.5,1,-4,0.5
COc1ccc2[nH]c(=O)c(C(c3nnnn3C(C)(C)C)N(Cc3ccco3)CC3CCCO3)cc2c1 (centres undefined),18,-0.4,1.6,-18,2,8,1.4,-4,2,1.9
CC(=O)Nc1ccc(S(=O)(=O)NC2(C(F)(F)F)C(=O)Nc3c2c(=O)[nH]c(=O)n3C)cc1 (centres undefined),33,3.8,3.0,-33,-8,6,-1.3,nt,0,-0.1
O=C(c1ccc(Cl)cc1)c1oc2ccccc2c1CS(=O)c1ccccc1 (centres undefined),-15,-3.1,2.4,15,-1,-11,0.1,nt,nt,1.4
COc1ccc(CCNC(=O)C(CC(C)C)NC(N)=O)cc1 (centres undefined),2,0.5,2.3,-2,-2,-2,-0.1,-1,nt,-0.5
O=C(NCc1ccccc1)C1CCCN(S(=O)(=O)c2ccc(Br)cc2)C1 (centres undefined),-3,-2.2,1.2,3,13,3,0.9,1,-1,3.8
Cc1noc(C)c1C(=O)N1CCCc2ccccc21,1,-0.8,0.2,-1,-9,-8,3.1,nt,-3,-1.0
CCOC(=O)c1ccc(N2C(=O)C=CC2=O)cc1,-19,-0.4,nt,19,-4,nt,-0.3,nt,-1,0.9
C=C1C(C(=O)Nc2ccc(F)cc2)C1C(=O)Nc1ccc(F)cc1 (centres undefined),-20,-2.5,3.5,20,-1,-15,1.9,nt,0,0.6
COc1ccc(B(O)O)c(CN2CCN(C(=O)OC(C)(C)C)CC2)c1,5,-1.0,2.1,-5,-4,4,nt,-2,-20,nt
CC(NC(=O)Cc1ccc(F)cc1)C(c1cccs1)N1CCN(C)CC1 (centres undefined),6,-1.9,2.3,-6,10,2,0.7,0,1,2.0
Cn1cc(CCNCc2cn[nH]c2-c2ccc(-c3ccccc3)cc2)cn1,nt,-0.9,2.5,nt,3,36,-2.5,-1,-2,-2.3
Nc1nc(NCCOCCO)nc(NCc2ccccc2)c1[N+](=O)[O-],29,-1.4,2.2,-29,-6,-11,nt,-3,-1,nt
COc1ccc(CNC(=O)COC(=O)c2ccc3ncsc3c2)cc1OC,3,-0.6,2.1,-3,-3,0,4.4,-3,-6,0.5
